BAZ2B block = qHTS Assay for Inhibitors of BAZ2B | AlphaScreen BAZ2B-H3K14Ac peptide displacement | Potency, µM (top dose mostly 114 µM), inactives show at the highest dose activity change, negative = inhibition, hits mostly inhibitors | 360,000 tested, 4.4% active | AID 504333, 2011; also: % is scaled to controls: 0 for no effect and ±100 for the full control effect; nearly all actives have a fitted effect of over 60% in size
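In this displacement format the biotinylated H3(5-23) peptide acetylated at Lys14 serves as ligand at 50 nM, with BAZ2B at 50 nM in PBS pH 7.4 containing 0.01% Tween-20. Donor and acceptor beads are 10 ug/mL final.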
Pol eta inh = qHTS for Inhibitors of Polymerase Eta. DNA polymerase eta (Homo sapiens), Q9Y253. Potency, µM (series often up to 114 µM), for the others: at the top dose activity change, negative = inhibition, hits mostly inhibitors. 390,000 tested, 1.2% active. recombinant Pol eta, fluorescent DNA replication assay; also: % is scaled to controls: 0 for no effect and ±100 for the full control effect
Target sequence (Q9Y253 whole entry, looked up): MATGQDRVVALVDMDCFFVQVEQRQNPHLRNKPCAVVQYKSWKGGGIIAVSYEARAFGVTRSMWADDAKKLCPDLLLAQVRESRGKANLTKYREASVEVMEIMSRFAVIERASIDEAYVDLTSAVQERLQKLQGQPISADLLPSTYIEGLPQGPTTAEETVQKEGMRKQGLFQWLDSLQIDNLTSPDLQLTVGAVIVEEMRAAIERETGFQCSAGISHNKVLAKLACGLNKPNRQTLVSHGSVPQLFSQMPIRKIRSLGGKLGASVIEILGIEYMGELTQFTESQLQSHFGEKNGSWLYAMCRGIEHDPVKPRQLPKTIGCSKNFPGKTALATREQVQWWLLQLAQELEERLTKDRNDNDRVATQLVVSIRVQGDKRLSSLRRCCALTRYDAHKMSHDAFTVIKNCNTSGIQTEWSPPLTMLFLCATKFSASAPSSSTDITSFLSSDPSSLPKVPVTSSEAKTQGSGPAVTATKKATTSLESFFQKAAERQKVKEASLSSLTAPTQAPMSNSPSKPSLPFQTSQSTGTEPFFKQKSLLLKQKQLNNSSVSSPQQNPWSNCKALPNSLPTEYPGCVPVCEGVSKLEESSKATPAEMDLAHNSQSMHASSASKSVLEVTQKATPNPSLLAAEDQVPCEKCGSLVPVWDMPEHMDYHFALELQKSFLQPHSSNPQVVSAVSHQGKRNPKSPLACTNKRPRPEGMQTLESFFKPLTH
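Pol eta at 10 nM preincubated with compounds 15 min at room temperature; reaction started with fluorescent substrate (50 nM final) and read kinetically at 0 and 10 min.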
APE1 inh = qHTS Assay for Inhibitors of the Human Apurinic/apyrimidinic Endonuclease 1 (APE1); recombinant APE1, TAMRA/BHQ-2 abasic DNA cleavage fluorescence; AID 2517, 2012; 350,000 tested, 0.35% active; DNA repair nuclease/redox regulator APEX1 (Homo sapiens), P27695; Potency, µM (titrated, usually from 65.8 µM), for inactives: at the top dose activity change, negative = inhibition, most hits filed as inhibitors;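 also: plate controls were vehicle for no effect and reference inhibitor for full effect; nearly all actives have a fitted effect of over 55% in size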
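Quantitative HTS: incision of a TAMRA/BHQ-2 double-stranded substrate bearing a tetrahydrofuran abasic site by 0.75 nM APE1 raises fluorescence. Substrate 50 nM final, added after 15 min compound preincubation at room temperature; progress as third-minus-first kinetic read difference.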
POLB inh = qHTS Assay for Inhibitors of DNA Polymerase Beta | AID 485314, 2010 | P06746 | Potency, µM (series often up to 114 µM), inactives show at the highest dose activity change, negative = inhibition, most hits filed as inhibitors | 340,000 tested, 1.3% active | Pol beta primer extension/strand displacement, fluorescence kinetic; also: % is scaled to controls: 0 for no effect and ±100 for the full control effect
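Reaction started by 50 nM substrate onto compound-treated Pol beta (10 nM, 15 min preincubation, room temperature); plates read at 0 min and 10 min. Normalized concentration-effect data fitted by four-parameter Hill equation.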
POLK inh = qHTS for Inhibitors of Polymerase Kappa | DNA polymerase kappa (Homo sapiens), Q9UBT6 | purified Pol kappa, fluorescent DNA synthesis assay, 10 min | Potency, µM (doses to about 107 µM), inactives show at the highest dose activity, negative = inhibition, usual class: inhibitors | 400,000 tested, 0.53% active; also: % is scaled to controls: 0 for no effect and ±100 for the full control effect
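Inhibition of 10 nM Pol kappa is measured by a fluorescent read-out at 0 and 10 min following addition of 50 nM substrate (final), with a 15-min room-temperature compound preincubation.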
BLM inh = qHTS Assay for Inhibitors of Bloom's syndrome helicase (BLM). recombinant BLM DNA unwinding, fluorescence dequenching. Potency, µM (doses to about 56.1 µM), for inactives: top-dose activity change, negative = inhibition, hits mostly inhibitors. 350,000 tested, 0.2% active. AID 2528, 2010;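 also: plate controls were vehicle for no effect and no enzyme for full effect; nearly all actives have a fitted effect of over 35% in size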
G9a block = qHTS Assay for Inhibitors of Histone Lysine Methyltransferase G9a | Histone-lysine N-methyltransferase EHMT2 (Homo sapiens), Q96KQ7 | G9a H3K9 monomethylation, AlphaScreen, 2 h | Potency, µM (doses to about 102 µM), for inactives: at the highest dose activity, negative = inhibition, most hits filed as inhibitors | 350,000 tested, 8.8% active | AID 504332, 2011; also: % is scaled to controls: 0 for no effect and ±100 for the full control effect; nearly all actives have a fitted effect of over 75% in size
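Methyltransferase reactions run at room temperature for 2 h (20 nM enzyme, 500 nM biotin-H3K9 peptide, 20 uM SAM) after a 15 min compound preincubation; product detected by AlphaScreen beads and anti-H3K9me1 antibody.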
Pol iota inh = qHTS for Inhibitors of Polymerase Iota; DNA polymerase iota (Homo sapiens), Q9UNA4; Pol iota fluorescent replication assay, 10 min; Potency, µM (series often up to 115 µM), for the others: top-dose activity, negative = inhibition, most hits filed as inhibitors; 390,000 tested, 1% active
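Fluorescent replication assay read twice, at 0 min and 10 min after adding 50 nM (final) substrate. Enzyme (10 nM) and compounds were first incubated 15 min at room temperature; enzyme-free buffer wells were negative controls.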
Anesthetic bind = qHTS Assay for Identification of Novel General Anesthetics; Ferritin light chain (Equus caballus), P02791; apoferritin/1-aminoanthracene competitive binding, fluorescence; Potency, µM (top dose mostly 77.5 µM), inactives show at the top dose activity change, negative = displacement, hits mostly inhibitors; 350,000 tested, 0.074% active; AID 485281, 2010; also: % is scaled to controls: 0 for no effect and ±100 for the full control effect; nearly all actives have a fitted effect of over 20% in size
Target sequence (P02791 2-175 limits assumed): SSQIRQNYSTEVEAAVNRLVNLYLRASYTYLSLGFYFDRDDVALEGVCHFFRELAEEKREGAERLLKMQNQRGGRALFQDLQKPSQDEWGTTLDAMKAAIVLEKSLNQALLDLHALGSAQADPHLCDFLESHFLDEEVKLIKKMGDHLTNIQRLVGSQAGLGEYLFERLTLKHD
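In PBS, apoferritin at 10 uM is loaded with 1-AMA from a 50% saturated solution. After 10 min of compound exposure at ambient temperature, reduced 535 nm fluorescence indicates probe displacement.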
Active calls of the source: *; [ ] = another dose, or the depositor's remark. Calls follow the shape of the dose curve; as a rule, active = well fitted curve in the direction sought with a large enough effect; inconclusive = small, poorly fitted or top-dose-only effect, or another doubt; inactive = no such curve, though single readings can be large; an effect the other way counts as inactive or inconclusive. Potency is read from the fitted curve at half-maximal effect. Not all compounds are listed (hit frequency here may not be typical).

The first 3 entries, to show the layout:
Results for Cc1ccc(C(=O)NC(=S)NNC(=O)c2ccccc2[N+](=O)[O-])cc1 ?
BAZ2B block: 3%; Pol eta inh: -19%; APE1 inh: 10%; POLB inh: 45%; POLK inh: 2%; BLM inh: 6%; G9a block: 8.9µM*; Pol iota inh: 2%; Anesthetic bind: 3%

What do the screens show for `CC(C)C(=O)N1CCN(c2nc(-c3ccccc3)c3c(c2C#N)CCCC3)CC1`?
BAZ2B block: 32%; Pol eta inh: -10%; APE1 inh: 0%; POLB inh: 3%; POLK inh: -24%; BLM inh: -11%; G9a block: 37%[activator]; Pol iota inh: 7%; Anesthetic bind: 349%[activator]

What do the screens show for `COc1ccc(S(=O)(=O)NCc2ccccc2Cl)cc1OC`?
BAZ2B block: -22%; Pol eta inh: -17%; APE1 inh: -1%; POLB inh: -17%; POLK inh: 3%; BLM inh: -2%; G9a block: 6%[12.7 µM]; Pol iota inh: 19%; Anesthetic bind: -5%

The listing, repeating the preview:
Results for Cc1ccc(C(=O)NC(=S)NNC(=O)c2ccccc2[N+](=O)[O-])cc1 ?
BAZ2B block: 3%; Pol eta inh: -19%; APE1 inh: 10%; POLB inh: 45%; POLK inh: 2%; BLM inh: 6%; G9a block: 8.9µM*; Pol iota inh: 2%; Anesthetic bind: 3%

What do the screens show for `CC(C)C(=O)N1CCN(c2nc(-c3ccccc3)c3c(c2C#N)CCCC3)CC1`?
BAZ2B block: 32%; Pol eta inh: -10%; APE1 inh: 0%; POLB inh: 3%; POLK inh: -24%; BLM inh: -11%; G9a block: 37%[activator]; Pol iota inh: 7%; Anesthetic bind: 349%[activator]

What do the screens show for `COc1ccc(S(=O)(=O)NCc2ccccc2Cl)cc1OC`?
BAZ2B block: -22%; Pol eta inh: -17%; APE1 inh: -1%; POLB inh: -17%; POLK inh: 3%; BLM inh: -2%; G9a block: 6%[12.7 µM]; Pol iota inh: 19%; Anesthetic bind: -5%

How did Cc1cc(C)c[n+](C(C)C(=O)c2ccc(Cl)cc2)c1 (configuration not stated) do in these assays?
BAZ2B block: 10%; Pol eta inh: -4%; APE1 inh: 5%; POLB inh: 10%; POLK inh: -18%; BLM inh: -1%; Pol iota inh: 94%[activator]; Anesthetic bind: -4%

Results for O=C(CSc1nc(=O)n(Cc2ccco2)c2c1CCC2)Nc1cccc(F)c1 ?
BAZ2B block: -16%; Pol eta inh: -12%; POLB inh: 11%; POLK inh: -10%[60.1 µM]; BLM inh: 0%; G9a block: 1%[59 µM]; Pol iota inh: 3%; Anesthetic bind: 3%

Results for Cc1cc(NS(=O)(=O)c2ccc(NC(=O)C(C)Oc3ccc(C(C)C)cc3)cc2)no1 (configuration not stated) ?
BAZ2B block: -1%; Pol eta inh: -8%; APE1 inh: 6%[12.4 µM]; POLB inh: 17%; POLK inh: -13%; BLM inh: -1%; G9a block: -1%[59 µM]; Pol iota inh: 29%; Anesthetic bind: 1%

What do the screens show for `CCC1CCCCN1CCCNC(=O)c1sc2nc(C)cc(C)c2c1-n1cccc1` (configuration not stated)?
BAZ2B block: -6%; Pol eta inh: -18%; POLB inh: 3%; POLK inh: 9%; BLM inh: -10%; G9a block: -35%[59 µM]; Pol iota inh: -13%; Anesthetic bind: -18%

How did CCOc1ccc(OCC(=O)OCn2c(SC)nnc(C)c2=O)cc1 do in these assays?
BAZ2B block: 5%; Pol eta inh: -17%; APE1 inh: -20%; POLB inh: -1%; POLK inh: -4%; BLM inh: 0%; G9a block: inconclusive; Pol iota inh: 12%; Anesthetic bind: 9%

How did Cc1cccc(CN2C(=O)CSc3ccc(C(=O)NC4CC4)cc32)c1 do in these assays?
BAZ2B block: 0%; Pol eta inh: 1%; APE1 inh: 35%; POLB inh: 23%; POLK inh: -7%; BLM inh: -4%; G9a block: 6%; Pol iota inh: 9%; Anesthetic bind: 5%

Results for COc1ccc(CNc2ncnc3ccc(-c4ccc(N(C)C)cc4)cc23)c(OC)c1 ?
APE1 inh: -5%; POLK inh: -6%[60.1 µM]; BLM inh: -7%; G9a block: -1%[0.501 µM]

Results for COc1ccc(NC(=O)CC(C)NCCCN2CCCC2=O)cc1 (configuration not stated) ?
BAZ2B block: inconclusive; Pol eta inh: -19%; APE1 inh: 35%; POLB inh: 31%; POLK inh: 18%; BLM inh: -3%; G9a block: 56µM*; Pol iota inh: 16%; Anesthetic bind: 6%

What do the screens show for `CCOc1ccc(C(=O)N2CCN(c3cnn(-c4ccccc4)c(=O)c3Cl)CC2)cc1`?
BAZ2B block: 0%; Pol eta inh: -6%; APE1 inh: 3%; POLB inh: 11%; POLK inh: 2%; BLM inh: -3%; G9a block: 16%; Pol iota inh: -13%; Anesthetic bind: -4%

How did Cc1cc(/C=C2\Sc3ccccc3N2C)cc(C)[n+]1CC1CCCO1 (configuration not stated) do in these assays?
BAZ2B block: -15%; Pol eta inh: -18%; APE1 inh: inconclusive; POLB inh: inconclusive; POLK inh: inconclusive; BLM inh: 51%[activator]; G9a block: inconclusive; Pol iota inh: 29%; Anesthetic bind: inconclusive

What do the screens show for `CN(C)c1ccc(C(CNS(=O)(=O)c2ccc(Cl)cc2)N2CCOCC2)cc1` (configuration not stated)?
BAZ2B block: 40µM*; Pol eta inh: -10%; POLB inh: 9%; POLK inh: -12%[60.1 µM]; BLM inh: 1%; G9a block: inconclusive; Pol iota inh: 0%; Anesthetic bind: -15%

Results for CN1/C(=C\C=Nc2ccc3ccccc3c2)C(C)(C)c2ccccc21 ?
BAZ2B block: -35%; APE1 inh: -5%; POLB inh: 16%; BLM inh: 2%; G9a block: 1.8µM*; Anesthetic bind: inconclusive

How did COc1ccccc1CCCNC(=O)C1CCC(=O)N(Cc2ccccc2F)C1 (configuration not stated) do in these assays?
BAZ2B block: 0%; Pol eta inh: 0%; APE1 inh: -15%; POLB inh: 20%; POLK inh: -15%; BLM inh: 1%; G9a block: 0%; Pol iota inh: 21%; Anesthetic bind: 4%

Results for Cc1cc(NC(=O)CSc2n[nH]c(-c3ccccc3Br)n2)no1 ?
Pol eta inh: -3%; APE1 inh: 2%; POLK inh: -9%; Pol iota inh: -9%

What do the screens show for `COc1ccc(Cl)cc1Nc1cc(C)nc2nc(C)nn12`?
BAZ2B block: 2%; Pol eta inh: -7%; APE1 inh: -2%; POLB inh: inconclusive; POLK inh: -16%; BLM inh: -7%; G9a block: -1%; Pol iota inh: 0%; Anesthetic bind: -12%

How did O=C(/C=C\c1ccco1)Nc1ccc(N2CCN(C(=O)c3ccccc3)CC2)cc1 do in these assays?
BAZ2B block: 71µM*; Pol eta inh: -11%; APE1 inh: 15%; POLB inh: 24%; POLK inh: -8%; BLM inh: -1%; G9a block: inconclusive; Pol iota inh: 16%; Anesthetic bind: -9%

What do the screens show for `O=C(N/C(=C/c1ccc(F)cc1)C(=O)N1CCCC1)c1ccccc1`?
BAZ2B block: 3%; Pol eta inh: 1%; APE1 inh: 15%; POLB inh: 56%; POLK inh: -13%; BLM inh: 2%; G9a block: 34%; Pol iota inh: -17%; Anesthetic bind: -7%

How did O=C(COc1cccc2ccccc12)N/N=C/c1ccc(Sc2nc3ccccc3s2)o1 do in these assays?
BAZ2B block: -30%; Pol eta inh: -16%; APE1 inh: -4%; POLB inh: 1%; POLK inh: -6%; BLM inh: -16%; G9a block: inconclusive; Pol iota inh: 17%; Anesthetic bind: -22%

How did CS(=O)(=O)/C(C#N)=C/c1cccn1S(=O)(=O)c1ccccc1 do in these assays?
BAZ2B block: -27%; Pol eta inh: 0%; APE1 inh: 46%[activator]; POLB inh: 1%; POLK inh: -13%; BLM inh: -1%; G9a block: -46%; Pol iota inh: 109%[activator]; Anesthetic bind: -1%

How did CC1CCC(C(C)C)C(OCC(O)CNC(C)C)C1 (configuration not stated) do in these assays?
BAZ2B block: -2%; Pol eta inh: inconclusive; APE1 inh: 2%; POLB inh: 5%; POLK inh: 9%; BLM inh: 0%; G9a block: -4%; Pol iota inh: 3%; Anesthetic bind: 6%

How did CC(=O)Oc1ccc2c(c1)O/C(=C\c1ccncc1)C2=O do in these assays?
BAZ2B block: 3%; Pol eta inh: 1%; APE1 inh: 10%; POLB inh: 1%; POLK inh: -17%; BLM inh: 0%; Pol iota inh: -1%; Anesthetic bind: 92%[activator]

How did N#Cc1c(-c2cccc(Cl)c2)[nH]c(=S)[nH]c1=O do in these assays?
BAZ2B block: -4%; Pol eta inh: -15%; APE1 inh: -5%; POLB inh: -15%; POLK inh: -10%; BLM inh: 4%; Pol iota inh: 12%; Anesthetic bind: 5%

How did O=C(OCN1C(=O)c2ccccc2C1=O)c1cccc(S(=O)(=O)N2CCOCC2)c1 do in these assays?
BAZ2B block: -11%; Pol eta inh: -15%; APE1 inh: -6%; POLB inh: -3%; POLK inh: -9%; BLM inh: -7%; Pol iota inh: -11%; Anesthetic bind: -1%

What do the screens show for `Cc1cccc(N2CCN(C(=O)C3CCN(S(=O)(=O)N4CCOCC4)CC3)CC2C)c1` (configuration not stated)?
BAZ2B block: -13%; Pol eta inh: -10%; APE1 inh: 3%; POLB inh: 1%; POLK inh: -3%; BLM inh: -6%; G9a block: 0%; Pol iota inh: -4%; Anesthetic bind: -1%

Results for Cc1cccc(C)c1NC(=O)CNC(=O)C1CCCC1 ?
BAZ2B block: -12%; Pol eta inh: -2%; APE1 inh: 17%; POLK inh: -7%; G9a block: 27%[12.7 µM]; Pol iota inh: -5%

Screening results as filed in PubChem.
